From PubChem
Pf Dd2 inh = P. falciparum Dd2 growth inhibitors, primary screen, SYBR Green fluorescence, single dose replicates; AID 1159554, 2015; activity change, % at 10 µM; 72 h; stronger effect = lower value; 94,000 compounds, 2.3% hits; in the data active = activity change below about -80%
KDM4C inh = inhibitors of GASC-1 (KDM4C) histone demethylase, primary screen, biochemical, single concentration HTS; AID 720574, 2013; inhibition, % at 12.5 µM; Lysine-specific demethylase 4C (Homo sapiens), Q9H3R0; GST-KDM4C 2-372, H3K9me3 peptide, LANCE TR-FRET; 96,000 compounds, 0.15% hits;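 active = mean replicate inhibition above about 25%, with at least 55% of replicates also reaching it, limit read from the data, passing the limit was not always enough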
Target sequence (Q9H3R0 2-372 limits assumed): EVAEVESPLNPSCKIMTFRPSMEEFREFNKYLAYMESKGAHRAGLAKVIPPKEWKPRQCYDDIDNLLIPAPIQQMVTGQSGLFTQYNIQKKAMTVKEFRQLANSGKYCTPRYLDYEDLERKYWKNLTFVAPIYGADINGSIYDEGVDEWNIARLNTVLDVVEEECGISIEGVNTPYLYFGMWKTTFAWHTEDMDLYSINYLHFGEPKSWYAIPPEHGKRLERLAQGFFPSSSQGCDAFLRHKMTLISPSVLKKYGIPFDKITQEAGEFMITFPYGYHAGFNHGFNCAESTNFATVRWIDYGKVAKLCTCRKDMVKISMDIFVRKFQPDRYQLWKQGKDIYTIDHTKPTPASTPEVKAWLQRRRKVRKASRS
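reagent = H3K9me3 peptide substrate, Fe(II), 2-oxoglutarate | system = GST-tagged GASC-1 (JMJD2C) catalytic fragment, aa 2-372 | amount = enzyme final amount 10 nM | read-out = Fall in 671/618 emission ratio as inhibition | medium = HEPES buffer, pH 7.5, plus ascorbate | schedule = 30 min reaction, 60 min detection, RT | measured by = LANCE TR-FRET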
C diff growth = C. difficile growth inhibitors, primary screen, HTS. 86,000 compounds, 0.25% hits. AID 1259249, 2017. growth activity, negative = inhibition, % at 16 µg/mL (by protocol). Clostridium difficile clinical isolate growth, OD600, 24 h; stronger effect = lower value;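 active = mean growth activity at or below -80% and every replicate also at or below -80%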;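 note: 0% = DMSO wells and -100% = levofloxacin 16 µg/mL wells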
Tcruzi prolif = T. cruzi intracellular proliferation inhibitors, primary screen, cell-based, beta-gal Tulahuen parasites, NIH3T3 host, luminescence; T. cruzi beta-gal in NIH3T3, GalScreen luminescence, 90 h; inhibition, % at 8.34 µM; 77,000 compounds, 5.9% hits; AID 624255, 2012;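 active = mean inhibition above about 93%, with at least 55% of replicates each passing it, limit read from the data, passing the limit was not always enough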
The depositor's hits bear a star; nt = not tested or not shown; & = joins results of further samples.

Under each structure: KDM4C inh | Tcruzi prolif | C diff growth | Pf Dd2 inh
O=C(C[C@@H]1CC[C@@H]2[C@H](COC[C@@H](O)CN2S(=O)(=O)c2cccc(Cl)c2)O1)N1CCCCC1
 : -1.1 | 19.4 | 2.0&-27.4 | 7.1
COc1ccc(S(=O)(=O)Nc2ccc3c(c2)CC(=O)N([C@H](C)CO)C[C@@H](C)[C@@H](CN(C)C(=O)Nc2c(C)noc2C)O3)cc1
 : 0.2 | 3.7 | -1.9 | 19.8
N#C[C@@H]1[C@H](c2ccccc2)[C@@H](CO)N1S(=O)(=O)c1ccc(F)cc1
 : -1.1 | 24.2 | 2.0 | 24.0
O=C(C[C@@H]1C[C@H]2c3cc(NC(=O)C4CCC4)ccc3O[C@H]2[C@@H](CO)O1)NCc1ccccn1
 : 1.1 | 40.4 | -8.0 | 20.7
O=C(C[C@@H]1C[C@H]2c3cc(NC(=O)Nc4ccccc4)ccc3O[C@H]2[C@@H](CO)O1)NCc1cccnc1
 : -2.6 | -4.8 | -2.1 | 18.2
C[C@H](CO)N1C[C@H](C)[C@H](CN(C)S(=O)(=O)c2ccc(Cl)cc2)OCCCC[C@H](C)Oc2ccc(NC(=O)Cc3ccccc3)cc2C1=O
 : -1.5 | 105.4* | 3.3 | -71.8
C[C@H](CO)N1C[C@H](C)[C@@H](CN(C)CC2CC2)Oc2c(NS(=O)(=O)c3ccccc3)cccc2C1=O
 : -0.8 | -28.7 | 2.6 | 15.4
COc1ccc(S(=O)(=O)Nc2cccc3c2O[C@@H](CN(C)S(=O)(=O)c2ccccc2)[C@@H](C)CN([C@H](C)CO)C3=O)cc1
 : -1.2 | 78.8 | -5.7 | -20.3
Cc1ccc(S(=O)(=O)N(C)C[C@@H]2Oc3c(cccc3N(C)C)C(=O)N([C@@H](C)CO)C[C@H]2C)cc1
 : 0.0 | 41.5 | -2.8 | -32.0
COc1ccccc1S(=O)(=O)N[C@@H]1CC[C@@H](CCNC(=O)C2CCC2)O[C@@H]1CO
 : -0.7 | nt | 0.6 | -0.5
CCCN1C[C@@H](C)[C@@H](OC)CN(C)C(=O)c2ccc(NC(=O)c3ccc(F)cc3)cc2OC[C@H]1C
 : -0.3 | -32.0 | -0.4 | -25.9
C[C@@H](NC(=O)C[C@@H]1C=C[C@H](NS(=O)(=O)c2cccc(F)c2)[C@H](CO)O1)c1ccccc1
 : 2.5 | -48.5 | nt | -20.5
C/C=C/c1ccc([C@H]2[C@@H](CO)N(c3nc(-c4ccccc4)cs3)[C@H]2C#N)cc1
 : -2.3 | 57.3 | 0.7 | 8.0
Cc1noc(C)c1NC(=O)Nc1ccc2c(c1)C(=O)N([C@@H](C)CO)C[C@H](C)[C@H](CN(C)Cc1ccccc1)O2
 : 0.7 | 4.3 | -0.7 | 25.6
C[C@@H]1CN([C@H](C)CO)C(=O)c2cc(NC(=O)Nc3cccc4ccccc34)ccc2O[C@H]1CN(C)Cc1ccc(C(=O)O)cc1
 : 0.8 | nt | -0.8 | 3.1
C[C@H](CO)N1C[C@H](C)[C@H](CN(C)Cc2ccc(Cl)c(Cl)c2)Oc2ccc(NC(=O)Cn3cnnn3)cc2C1=O
 : -0.4 | -8.8 | -3.1 | -9.4
C[C@@H]1CN([C@H](C)CO)C(=O)c2cc(Br)cnc2O[C@@H]1CN(C)S(=O)(=O)c1ccc(F)cc1
 : 0.8 | -7.2 | 3.1 | 8.1
CN(C)c1ccc2c(c1)[C@@H]1C[C@H](CC(=O)N3CCc4ccccc4C3)O[C@H](CO)[C@@H]1O2
 : 23.8 | 87.4 | -7.8 | -74.3
C[C@@H]1CN([C@@H](C)CO)C(=O)c2cccc(NS(=O)(=O)c3cccs3)c2O[C@@H]1CN(C)CC1CCCCC1
 : 0.1 | 8.7 | 0.5 | -7.4
O=C(C1CC1)N1CCCCN2[C@H](CO)[C@H](c3ccc(C#CC4(O)CCCC4)cc3)[C@H]2C1
 : nt | 30.5 | -4.1 | 26.4
CCCC#Cc1ccc([C@@H]2[C@@H](CO)N3CCCCN(C(=O)c4ccc5c(c4)OCO5)C[C@@H]23)cc1
 : -0.6 | 121.9* | 0.3 | -9.3
CO[C@@H]1CN(C)C(=O)c2ccc(NC(=O)c3cc(C)on3)cc2OC[C@@H](C)N(C(=O)C2CC2)C[C@H]1C
 : 0.2 | 65.5 | nt | nt
CN1[C@@H]2Cn3c(ccc(-c4cccc(F)c4)c3=O)[C@H]1[C@@H](C(=O)N1CCCCC1)[C@@H]2CO
 : 0.3 | -10.9 | 1.5 | -14.9
CCCC#Cc1ccc2c(c1)O[C@H](CN(C)C(=O)COC)[C@H](C)CN([C@H](C)CO)S2(=O)=O
 : 1.5 | 1.5 | -4.0 | 1.7
CN(C)CC(=O)N[C@@H]1CC[C@@H](CCn2cc(C3CC3)nn2)O[C@@H]1CO
 : 0.1 | nt | 0.1 | 23.6
C[C@@H]1CN([C@@H](C)CO)C(=O)c2cc(C#CC3(O)CCCC3)cnc2O[C@@H]1CN(C)Cc1ccccn1
 : 5.2 | -1.9 | 1.0 | 20.6
C[C@H](CO)N1C[C@H](C)[C@@H](CN(C)C(=O)Cc2cccnc2)Oc2ncc(C#CCc3ccccc3)cc2C1=O
 : nt | 72.7 | 1.9 | -45.5
Cc1noc(C)c1NC(=O)N(C)C[C@@H]1Oc2c(NC(=O)c3ccc(-c4nccs4)cc3)cccc2C(=O)N([C@@H](C)CO)C[C@H]1C
 : -0.2 | 82.6 | nt | 1.0
CNC[C@H]1Oc2ccc(NC(=O)C3CC3)cc2C(=O)N([C@@H](C)CO)C[C@@H]1C
 : -0.7 | -28.0 | -5.3 | 47.1
CN(C[C@@H]1[C@@H](c2ccccc2)[C@H](CO)N1CC1CC1)C(=O)c1ccccc1
 : -1.0 | 5.3 | 3.0 | -11.4

An excerpt of these results, as tab-separated lines:
Structure	KDM4C inh	Tcruzi prolif	C diff growth	Pf Dd2 inh
C[C@@H]1CN([C@@H](C)CO)C(=O)c2cccc(NS(=O)(=O)c3cccs3)c2O[C@@H]1CN(C)CC1CCCCC1	0.1	8.7	0.5	-7.4
O=C(C1CC1)N1CCCCN2[C@H](CO)[C@H](c3ccc(C#CC4(O)CCCC4)cc3)[C@H]2C1	nt	30.5	-4.1	26.4
CCCC#Cc1ccc([C@@H]2[C@@H](CO)N3CCCCN(C(=O)c4ccc5c(c4)OCO5)C[C@@H]23)cc1	-0.6	121.9*	0.3	-9.3

Going on with the list:
Under each structure: KDM4C inh | Tcruzi prolif | C diff growth | Pf Dd2 inh
O=C(C[C@H]1C=C[C@@H](NC(=O)Nc2cc(F)ccc2F)[C@@H](CO)O1)NCc1ccc2c(c1)OCO2
 : -1.2 | 71.1 | -4.2 | 5.2
C[C@H](CO)N1C[C@H](C)[C@H](CN(C)C(=O)Nc2ccc3c(c2)OCO3)Oc2ncc(C#Cc3cccc(F)c3)cc2C1=O
 : 0.8 | 100.1* | 9.5 | -4.6
CNC[C@@H]1Oc2ccc(NS(=O)(=O)c3cccs3)cc2C(=O)N([C@@H](C)CO)C[C@H]1C
 : -2.3 | -7.2 | -0.4 | 22.1
COc1ccccc1C#Cc1ccc([C@@H]2[C@@H](CO)N3CCCCN(S(C)(=O)=O)C[C@H]23)cc1
 : 1.6 | 89.7 | 6.0 | -0.9
C[C@H](O)C#Cc1ccc2c(c1)O[C@H](CN(C)Cc1cccnc1)[C@H](C)CN([C@@H](C)CO)S2(=O)=O
 : nt | nt | -4.7 | 6.6
C[C@H]1CCCCO[C@H](CN(C)C(=O)c2ccccc2)[C@@H](C)CN([C@@H](C)CO)C(=O)c2cc(NC(=O)Nc3ccc(C(F)(F)F)cc3)ccc2O1
 : -0.1 | 121.9 | -8.1 | -56.8
C[C@H](CO)N1C[C@H](C)[C@@H](CN(C)S(=O)(=O)c2ccc(Cl)cc2)Oc2ccc(NC(=O)Cc3cn(C)c4ccccc34)cc2C1=O
 : 0.2 | 63.2 | 4.7 | -43.9
COCC(=O)N1CC2(C1)[C@H](c1ccccc1)[C@@H](CO)N2CCC(F)(F)F
 : 18.8 | nt | 1.2 | 4.6
C[C@@H]1CCCCO[C@H](CN(C)C)[C@@H](C)CN([C@@H](C)CO)C(=O)c2cc(NC(=O)C3CCCCC3)ccc2O1
 : 0.3 | 14.2 | -0.5 | 16.5
Cn1cnc(S(=O)(=O)N[C@H]2C=C[C@H](CC(=O)Nc3ccc(-c4ccccc4)cc3)O[C@H]2CO)c1
 : -1.1 | 9.4 | nt | -41.5
C[C@@H]1CCCCO[C@H](CN(C)Cc2ccccc2)[C@H](C)CN([C@H](C)CO)C(=O)c2cc(NS(=O)(=O)c3cccs3)ccc2O1
 : -0.7 | nt | nt | -50.8
C[C@@H]1CN([C@@H](C)CO)C(=O)c2cc(-c3ccc(C#N)cc3)cnc2O[C@@H]1CN(C)C(=O)c1cccnc1
 : 5.7 | nt | -3.0 | 10.6
COc1ccccc1CN1[C@@H]2Cn3c(ccc(C4=CCCCC4)c3=O)[C@H]1[C@@H](C(=O)N(C)C)[C@@H]2CO
 : 1.9 | 2.2 | 4.2 | 12.0
O=S(=O)(NCC[C@H]1CC[C@@H](NS(=O)(=O)c2ccccc2Cl)[C@@H](CO)O1)c1ccc(F)cc1
 : 3.1 | -7.9 | -5.2 | -12.6
C/C=C/c1ccc2c(c1)O[C@H](CNC)[C@@H](C)CN([C@H](C)CO)S2(=O)=O
 : 0.4 | nt | nt | -14.2
CO[C@@H]1CN(C)C(=O)c2cc(NC(=O)c3cnccn3)ccc2OC[C@H](C)NC[C@H]1C
 : 1.1 | 6.2 | nt | 16.8
COc1cccc(-c2ccc([C@H]3[C@H]4CN(C(=O)CN5CCOCC5)CC(=O)N4[C@H]3CO)cc2)c1
 : 0.8 | nt | -0.4 | 21.5
CCCC(=O)Nc1ccc2c(c1)C(=O)N(C)[C@H]1CC[C@H](CC(=O)NCC3CCCCC3)O[C@H]1CO2
 : -1.3 | -11.2 | -4.0 | 7.5
CN1c2ccc(-c3ccc(F)cc3)cc2[C@@H]2[C@@H](CCN2C(=O)Nc2cc(F)ccc2F)[C@@H]1CO
 : -3.2 | 29.5 | 20.0 | -10.0
CCC(=O)N1CCC2(CC1)CN(Cc1ccc(Cl)cc1)[C@@H](CO)c1[nH]c3cc(OC)ccc3c12
 : 2.7 | nt | 0.7 | -90.6*
C[C@H](CO)N1C[C@H](C)[C@H](CN(C)C)Oc2ncc(-c3ccccc3F)cc2C1=O
 : 5.2 | 40.2 | -1.9 | 18.7
C[C@@H]1CN([C@@H](C)CO)C(=O)c2cc(NC(=O)Nc3ccc(C(F)(F)F)cc3)ccc2O[C@H]1CN(C)Cc1ccc(Oc2ccccc2)cc1
 : 0.9 | 69.3 | nt | -75.7
COc1cccc(S(=O)(=O)N[C@H]2CC[C@@H](CCNC(=O)Nc3cc(F)ccc3F)O[C@H]2CO)c1
 : -0.3 | -19.5 | -0.7 | -12.3
O=C(Nc1ccccc1)N1CC(=O)N2[C@H](CO)[C@@H](c3ccc(C#Cc4cccnc4)cc3)[C@@H]2C1
 : -1.0 | nt | 2.6 | -1.5
C[C@@H]1CN([C@H](C)CO)C(=O)c2cc(-c3ccc(F)cc3)cnc2O[C@H]1CN(C)Cc1ccc(C(=O)O)cc1
 : -1.7 | 20.1 | 5.5 | 19.9
C[C@H]1CN([C@@H](C)CO)C(=O)c2cc(NC(=O)Cc3ccccc3)ccc2O[C@H]1CN(C)Cc1ccc(C(=O)O)cc1
 : -1.6 | -10.7 | -4.6 | 11.4
CCC(=O)Nc1ccc2c(c1)OC[C@@H](C)N(Cc1cncnc1)C[C@H](C)[C@H](OC)CN(C)C2=O
 : 0.3 | -37.6 | -2.3 | 22.0
CCCC#Cc1ccc([C@H]2[C@@H](CO)N3C(=O)CN(C(=O)Nc4ccc(F)cc4)C[C@H]23)cc1
 : -0.6 | nt | -8.0 | -19.6
COc1ccccc1-c1cnc2c(c1)C(=O)N([C@@H](C)CO)C[C@H](C)[C@@H](CN(C)Cc1cccnc1)O2
 : -2.4 | -31.2 | -1.9 | 1.6
C[C@@H]1CN([C@@H](C)CO)C(=O)c2cc(NC(=O)C3CCCCC3)ccc2O[C@H]1CN(C)S(=O)(=O)c1ccccc1
 : 0.1 | 23.7 | -2.5 | 44.4
C[C@@H]1CN([C@H](C)CO)S(=O)(=O)c2ccc(C#Cc3ccccn3)cc2O[C@H]1CN(C)Cc1ccccc1
 : -17.6 | 105.8* | -11.3 | -26.0
O=C(NC[C@@H]1[C@@H](c2ccccc2)[C@@H](CO)N1Cc1ccccc1)c1ccccn1
 : -1.1 | nt | 2.8 | -11.2
CC=Cc1ccc2n(c1=O)C[C@@H]1[C@@H](CO)[C@H](C(=O)N3CCc4ccccc4C3)[C@H]2N1Cc1ccccc1 (mixture of isomers)
 : 0.1 | 84.8 | 9.0 | -6.5
COc1cccc(S(=O)(=O)N[C@@H]2CC[C@@H](CC(=O)NC3Cc4ccccc4C3)O[C@H]2CO)c1
 : -1.2 | 11.5 | nt | 3.3
